DAX1 inh-1 = DAX1 (NR0B1) inhibition, primary screen; HEK293T StAR-luciferase reporter, SF-1/DAX-1 repression relief; inhibition, % at 6.8 µM; 1.1% of 370,000 active; AID 652010;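 active = inhibition above the mean over all tested compounds plus 3 SD, cut at about 3.6% in these data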;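 note: 0% = DAX-1 cells with DMSO and 100% = cells lacking DAX-1 with DMSO; higher inhibition means more luminescence from relief of DAX-1 repression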
ADAM17 inh = inhibits human ADAM17 | P78536 | recombinant ADAM17, EDANS/DABCYL FRET peptide cleavage | inhibition, % at 6.95 µM | 0.83% of 370,000 active | AID 720648;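 active = inhibition above the mean of compounds lying between control limits plus 3 SD, set per campaign, cut at about 8.5% in these data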;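 note: 0% = DMSO-only wells as the low control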
ADAM10 inh = ADAM10 inhibition, QFRET primary screen; 0.62% of 370,000 active; O14672; recombinant ADAM10, EDANS/DABCYL FRET peptide cleavage, 3 h; inhibition, % at 7 µM;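 active = inhibition above a per-campaign cutoff equal to the mean of compounds falling between control-based bounds plus 3 SD, cut at about 20% in these data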;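 note: 0% = DMSO wells while the 100% control is not disclosed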
Target sequence (O14672 214-748 limits assumed): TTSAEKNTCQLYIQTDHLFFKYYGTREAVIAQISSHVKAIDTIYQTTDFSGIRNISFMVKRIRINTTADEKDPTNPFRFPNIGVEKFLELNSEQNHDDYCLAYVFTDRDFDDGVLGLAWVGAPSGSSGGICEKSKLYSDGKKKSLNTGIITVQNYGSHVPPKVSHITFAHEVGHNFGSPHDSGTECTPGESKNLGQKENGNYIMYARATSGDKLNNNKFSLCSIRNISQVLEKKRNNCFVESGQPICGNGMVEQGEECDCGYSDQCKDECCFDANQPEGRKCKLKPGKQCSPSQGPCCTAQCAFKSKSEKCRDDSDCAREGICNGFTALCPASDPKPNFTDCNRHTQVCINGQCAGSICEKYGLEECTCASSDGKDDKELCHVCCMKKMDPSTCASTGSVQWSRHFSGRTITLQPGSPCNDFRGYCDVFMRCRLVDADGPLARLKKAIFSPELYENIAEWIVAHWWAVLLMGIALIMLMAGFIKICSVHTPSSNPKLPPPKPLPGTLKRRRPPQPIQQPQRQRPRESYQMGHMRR
PLC-gamma1 inh = PLC-gamma1 (human) inhibition, primary screen; 0.84% of 370,000 active; inhibition, % at 12.2 µM; purified PLC-gamma1, fluorogenic substrate, fluorescence; AID 720700; in the data active = inhibition above about 9.5%
DAX1 inh-2 = inhibitors of human orphan nuclear receptor DAX1 (NR0B1). P51843. HEK293 Gal4-DAX1 luciferase reporter, luminescence. inhibition, % at 6.75 µM. 0.99% of 340,000 active. AID 504766;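 active = inhibition above the mean over all tested compounds plus 3 SD, cut at about 4.2% in these data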;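 note: 0% = DAX1-transfected cells with DMSO and 100% = empty-vector control cells with DMSO; inhibition shows as a rise in luminescence from relieved DAX1 repression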
hgDAF12 agonist = agonists of H. glycines DAF-12 nuclear receptor; activation, % at 6.8 µM; AID 687014; 1.8% of 370,000 active; HEK293 GAL4-hgDAF12 UAS-luciferase reporter, agonist luminescence; normalized to butyrate control;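 active = activation above a cutoff set at the mean of all screened compounds plus 3 SD, cut at about 10% in these data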;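 note: 0% = DMSO wells and 100% = sodium butyrate wells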
GAA850 FXN act = frataxin GAA850 promoter activation | HEK293 lucGAA850 FXN promoter luciferase reporter, 24 h; percent of 10 µM SAHA response | 0.56% of 360,000 active | activation, % at 6 µM;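 active = activation above the average of all compounds screened plus 3 SD, cutoff fixed separately per campaign, cut at about 7.5% in these data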;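 note: 0% = DMSO wells and 100% = 10 µM SAHA wells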
HGIII-sPLA2 inh = Blocks human group III sPLA2 activity | QFRET BODIPY PC-A2 liposome hydrolysis, fluorescence | 0.56% of 370,000 active | Q9NZ20 | inhibition, % at 12.2 µM;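 active = inhibition above mean plus 3 SD of compounds lying within the high and low control bounds, cut at about 19% in these data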;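 note: 0% = median of test compound wells and 100% = no enzyme DMSO wells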
Target sequence (Q9NZ20 whole entry, looked up): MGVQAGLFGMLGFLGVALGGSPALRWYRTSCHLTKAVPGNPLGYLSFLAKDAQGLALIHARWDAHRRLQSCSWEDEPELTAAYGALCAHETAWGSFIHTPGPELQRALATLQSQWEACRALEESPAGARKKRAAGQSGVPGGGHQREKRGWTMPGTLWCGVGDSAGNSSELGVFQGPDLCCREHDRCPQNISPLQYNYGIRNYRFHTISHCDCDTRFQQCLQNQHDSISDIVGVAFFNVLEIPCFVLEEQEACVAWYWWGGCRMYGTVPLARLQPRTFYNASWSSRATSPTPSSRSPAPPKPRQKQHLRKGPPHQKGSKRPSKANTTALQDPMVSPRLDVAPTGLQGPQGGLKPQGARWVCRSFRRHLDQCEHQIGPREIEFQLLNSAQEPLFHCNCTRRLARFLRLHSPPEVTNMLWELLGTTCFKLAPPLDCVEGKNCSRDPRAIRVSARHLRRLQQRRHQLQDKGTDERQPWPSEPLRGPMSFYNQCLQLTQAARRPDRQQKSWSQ
PLC-beta3 inh = blocks human PLC-beta3 enzyme activity; Q01970; Purified PLC-beta3, fluorogenic substrate, fluorescence; inhibition, % at 12.2 µM; 0.18% of 370,000 active; in the data active = inhibition above about 11%;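 note: 0% = median of compound wells on plate and 100% = full blocker control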
ssDAF12 agonist = activates DAF-12 receptor from parasite S. stercoralis | HEK293 ssDAF-12/GRIP1 lit1-tk-luc reporter, luminescence; % of 3 µM dafachronic acid response | activation, % at 6.8 µM | 1% of 370,000 active;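 active = activation above the mean over all tested compounds plus 3 SD, cut at about 0.9% in these data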;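 note: 0% = DMSO-only wells and 100% = 3 µM delta7-dafachronic acid wells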
hcDAF-12 act = activates DAF-12 receptor from parasite H. contortus | HEK293 hcDAF-12 lit1-tk-luc reporter, luminescence; 0% DMSO, 100% Δ7-dafachronic acid | activation, % at 6.8 µM | 1.4% of 370,000 active | AID 652067;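 active = activation above the mean of all tested compounds plus 3 SD, cut at about 5.5% in these data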;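 note: 100% = response to 3 µM Δ7-dafachronic acid high control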
Numbers without * were called inactive; i = inactive; · = not tested or not shown.

SMILES	DAX1 inh-1	ADAM17 inh	ADAM10 inh	PLC-gamma1 inh	DAX1 inh-2	hgDAF12 agonist	GAA850 FXN act	HGIII-sPLA2 inh	PLC-beta3 inh	ssDAF12 agonist	hcDAF-12 act
CC(NC(=S)Nc1ccc([N+](=O)[O-])cc1)c1ccncc1 (stereo unspecified)	-0.6	-1.7	2.3	4.3	-0.8	-2.5	0.3	0.8	1.1	-0.9	1.3
CCCCNC(=O)CS(=O)Cc1nc(-c2cccc(Cl)c2)oc1C (stereo unspecified)	-0.2	-0.9	-3.3	-1.4	0.4	-1.7	1.5	0.6	-4.3	-0.4	-1.4
CCOC(=O)Nc1ccc2c(c1)N(C(=O)CCN1CCN(CCO)CC1)c1ccccc1CC2	-0.3	0.6	-5.0	-5.0	0.7	-1.1	-2.9	-5.1	-8.1	-1.3	-1.2
COC(=O)c1c(-c2cccnc2)csc1NC(=O)c1ccc2c(c1)OCO2	8.2*	-4.4	5.7	-11.2	0.8	6.2	6.4	1.3	-23.9	-0.2	3.0
COC(=O)C1=C(C)N(Cc2cccc(C(F)(F)F)c2)C(=NCc2ccc3c(c2)OCO3)NC1c1cccc(F)c1 (stereo unspecified)	-1.7	0.2	-7.4	1.6	·	-0.6	·	-4.2	3.9	-1.1	0.8
CC(C)(C)CC(C)(C)NC(=O)CSCC(=O)Nc1ccc2ccccc2c1	0.1	6.0	24.8*	2.1	0.5	-1.1	-1.2	-21.5	0.9	-0.5	1.3
NC(=O)C1(N2CCCCC2)CCN(C(=O)c2ccc(-n3cnnn3)cc2)CC1	0.4	-4.7	-7.9	-0.8	1.4	0.0	0.8	-1.4	-1.4	-1.3	-0.1
CC(=O)N/C(=C\c1ccccc1)C(=O)OCC(=O)NC1CCS(=O)(=O)C1 (stereo unspecified)	0.8	0.0	-5.5	2.6	0.1	-4.0	0.4	-0.3	-4.0	-1.0	-1.2
O=C(CNC(=O)OCc1ccccc1)NCC(=O)NC(Cc1c[nH]c2ccccc12)C(=O)O (stereo unspecified)	-1.2	-4.7	-1.5	-1.5	·	1.2	·	-18.9	1.6	0.2	2.1
O=C(NCc1cccs1)c1nc2c(nnn2Cc2ccc(F)cc2)c(=O)[nH]1	0.2	-3.9	-4.7	-3.8	-0.1	0.4	1.3	-4.4	-3.8	0.2	-1.3
N=c1c2c(-c3ccccc3)c(-c3ccccc3)n(Cc3ccco3)c2ncn1Cc1ccccc1	-1.0	-1.0	2.2	1.8	0.2	1.9	-3.5	1.1	1.3	-1.0	-0.9
COc1cc(Cl)c(C)cc1NC(=O)CSc1nnc(-c2ccccn2)n1Cc1ccco1	1.1	-1.6	2.0	-3.3	0.7	0.1	-3.0	-4.2	2.4	-1.6	-1.3
CN(CC(=O)Nc1ccccc1Cl)C(=O)COC(=O)/C=C/c1cccs1	1.7	-1.6	-11.7	2.0	-0.1	-0.8	0.0	8.1	-2.3	-0.8	-0.5
COC(=O)c1cc(C(=O)OCC(=O)Nc2ccccc2OC(F)F)cc([N+](=O)[O-])c1	-0.4	0.9	-3.8	-2.4	2.3	-1.8	1.4	4.4	-0.1	-0.6	-0.8
COc1ccc2nc(NC(=O)c3ccc(NC(=O)C4CCCO4)cc3)sc2c1 (stereo unspecified)	-0.7	0.3	-1.4	-31.0	0.4	0.4	-1.2	2.3	-51.9	-0.4	-1.3
Nc1[nH]c(C(=O)c2ccc(Br)cc2)c(-c2ccc3c(c2)OCO3)c1C(=O)NCCc1c[nH]c2ccccc12	0.8	3.5	1.2	-11.6	·	1.9	·	-43.9	-15.4	-0.7	0.3
CCc1nnc(NC(=O)CSc2nc3[nH]c(=O)cc(O)c3s2)s1	-0.1	0.1	-11.2	-4.4	1.4	-0.3	2.4	-2.0	-7.8	-0.6	-0.6
c1ccc2c(-c3cccc4nccn34)cncc2c1	0.2	-10.3	-48.8	-81.4	·	2.8	0.2	16.4	-105.7	-1.8	-1.1
CCc1cccc(C)c1NC(=O)CCNC(=O)c1cccc(C)c1	-0.3	-1.1	-1.4	2.7	-0.6	-0.4	0.6	-1.4	-3.4	-1.0	-2.0
CCn1c(CNC(=O)c2cccc(C)c2)nc2ccccc21	-0.8	2.1	6.5	0.0	0.3	2.6	-0.6	9.9	5.7	-0.7	2.0
COc1ccc(Br)cc1C1Nc2cccc3cccc(c23)N1	-0.1	-1.6	-1.7	-6.3	0.8	0.9	0.4	-0.4	-10.5	-1.1	0.2
CCC(NC(=O)CCc1ccccc1)c1ccccc1 (stereo unspecified)	0.9	0.4	0.4	1.6	0.0	-2.7	1.0	0.8	4.9	-0.6	-0.8
Cn1ncc(N=Cc2ccccc2O)c1C(=O)Nc1ccccc1	-0.2	-2.5	-1.9	-3.3	0.3	1.1	-0.5	6.7	-1.3	-0.7	-0.9
O=C(Nc1nc(-c2cccs2)cs1)c1ccc(S(=O)(=O)N2CCCC2)cc1	-2.0	8.0	8.5	-39.0	-2.8	-6.4	-0.4	-26.7	-49.2	-2.1	-4.0
O=C1N/C(=C/c2cccs2)C(=O)N1Cc1ccc(Br)cc1	0.0	-5.8	0.7	-1.8	3.4	-0.8	-0.4	-0.9	-3.9	-1.5	-0.4

Next section (3 carried over from the part before).
SMILES	DAX1 inh-1	ADAM17 inh	ADAM10 inh	PLC-gamma1 inh	DAX1 inh-2	hgDAF12 agonist	GAA850 FXN act	HGIII-sPLA2 inh	PLC-beta3 inh	ssDAF12 agonist	hcDAF-12 act
Cn1ncc(N=Cc2ccccc2O)c1C(=O)Nc1ccccc1	-0.2	-2.5	-1.9	-3.3	0.3	1.1	-0.5	6.7	-1.3	-0.7	-0.9
O=C(Nc1nc(-c2cccs2)cs1)c1ccc(S(=O)(=O)N2CCCC2)cc1	-2.0	8.0	8.5	-39.0	-2.8	-6.4	-0.4	-26.7	-49.2	-2.1	-4.0
O=C1N/C(=C/c2cccs2)C(=O)N1Cc1ccc(Br)cc1	0.0	-5.8	0.7	-1.8	3.4	-0.8	-0.4	-0.9	-3.9	-1.5	-0.4
COc1ccccc1CN1Cc2ccccc2Oc2ccccc2S1(=O)=O	-0.5	3.9	7.4	-4.6	·	-1.0	·	4.9	-1.9	-1.2	-1.4
CCc1nc2ccc(C(=O)NC3CCN(Cc4ccccc4)CC3)cn2c1N(CC)CCOC	-0.8	-6.7	-14.4	-0.1	·	-1.9	-1.8	-7.6	0.9	-1.4	-1.8
Cc1cc(C)c(S(=O)(=O)N2CCCCC2CCNC(=O)C(=O)NCCN2CCOCC2)c(C)c1 (stereo unspecified)	0.0	-3.5	1.7	-2.0	-0.4	1.7	-1.1	-4.9	0.8	-0.7	-0.4
C=CCSc1nc2c(sc3nc(C)cc(C)c32)c(=O)[nH]1	-0.4	-17.3	-50.8	-12.1	0.6	-3.4	5.7	-15.7	-16.3	-0.9	-1.7
Cc1cc2c(cn1)C(CCC#N)(CCC#N)c1ccccc1-2	-0.2	3.1	-1.5	-0.5	0.8	0.0	1.0	-1.5	-6.0	-0.9	3.1
COC(=O)c1ccc(C(=O)OC)c(NC(=O)COC(=O)c2ccccc2OC)c1	-0.4	-4.0	-5.2	-2.6	0.5	3.7	1.1	-1.4	-0.8	-1.4	-0.6
Cc1cc(NC(=O)c2ccc(C(C)(C)C)cc2)no1	2.9	0.8	6.5	1.3	2.2	14.5*	3.4	-2.2	-3.8	0.1	7.2*
COc1ccccc1N(CC(=O)Nc1cccc(C(F)(F)F)c1)S(C)(=O)=O	0.3	-1.1	2.8	1.0	-0.1	-2.2	0.4	-9.8	-1.3	-2.2	-0.1
COc1ccc(CN(C(=O)CNC(=O)c2ccco2)C(C(=O)NC2CCCC2)c2ccco2)cc1 (stereo unspecified)	0.0	0.5	5.4	1.2	3.1	-2.5	-1.2	2.5	1.4	-1.1	-1.7
O=C(CSCc1cnn(-c2ccccc2)c1-n1cccc1)N1CCN(Cc2ccccc2)CC1	-0.6	0.8	6.5	-0.2	-0.2	0.1	1.5	-22.1	-2.6	-1.6	0.5
COC(=O)[C@]12C[C@H](CC(=O)NCC3CCCCC3)C(=O)N(CCC3=CCCCC3)C1=C[C@H](C(C)(C)C)O[C@@H]2C	1.0	-4.2	-8.0	-2.5	·	0.7	·	1.8	1.7	-0.5	-1.0
COc1ccc(C2C(C(=O)c3sc(C)nc3C)=C(O)C(=O)N2CCN2CCOCC2)cc1 (stereo unspecified)	0.8	2.2	0.8	-0.8	-0.3	0.4	-0.8	-3.8	0.5	-1.0	-0.4
Cc1cc([N+](=O)[O-])ccc1P(=O)(O)c1ccc([N+](=O)[O-])cc1C	0.6	-2.2	3.7	-1.1	1.8	2.0	-0.8	1.3	4.6	-0.3	2.4
O=C(c1ccc2c(c1)OCO2)C1CCCN(Cc2ccccc2OC(F)F)C1 (stereo unspecified)	-1.8	-7.8	-15.4	-5.0	1.5	-1.9	-3.1	3.4	-11.8	-1.0	-0.8
Cn1cnc(C(=O)NCc2ccc(CNC(=O)OC(C)(C)C)cc2)c1C(=O)NCc1ccc(CNC(=O)OC(C)(C)C)cc1	-1.0	11.3*	20.8*	7.1	-3.8	-3.6	-1.0	-24.4	1.1	-2.3	-4.0
Cc1cccc([C@@H]2[C@@H]3C(=O)N(C)C(=O)[C@@H]3[C@@H]3C(=O)Nc4ccccc4C(=O)N23)c1	-0.2	-0.8	-7.0	-6.0	2.3	-2.0	-0.2	4.8	-8.2	-1.1	-1.5
Cc1ccc(NC2=Nc3ccccc3CC2)cc1	2.2	-5.0	-0.4	-2.6	-0.5	13.7*	4.9	3.6	2.7	0.8	6.3*
OC[C@@H]1CN(CCc2ccccc2)C[C@H](n2cnc3c(N4CCOCC4)ncnc32)O1	0.9	-4.8	-9.7	-0.4	·	3.0	3.0	2.6	-4.8	-1.5	-0.4
O=C(Cc1ccc(Cl)cc1)N1CCC2(CC1)NCCc1[nH]cnc12	-0.1	-1.9	3.6	3.7	-0.2	0.3	2.1	2.0	-0.6	-1.2	0.0
Cc1ccc(-c2cc(C(=O)Nc3ccc(S(=O)(=O)Nc4onc(C)c4C)cc3)[nH]n2)c(O)c1	0.4	-1.2	0.9	2.5	0.7	3.9	2.2	-64.3	-4.4	-0.7	-0.7
C#CCOc1ccc(C2C3=C(COC3=O)Nc3cc4c(cc32)OCO4)cc1OC (stereo unspecified)	3.5	-56.4	-142.8	-382.6	-0.6	-4.8	-1.0	-14.0	i	-0.9	0.9
COc1ccc(CC(CN)c2ccccc2)cc1 (stereo unspecified)	0.2	-1.3	5.8	-1.8	-0.1	1.6	-0.8	15.7	-11.4	-1.1	-2.0
CCCn1c(Oc2ccccc2)nc2c1c(=O)n(C)c(=O)n2C	-0.2	-4.7	-9.8	-0.8	0.3	1.9	2.2	-3.9	-3.2	-0.6	-2.5
Cc1ccc2c(CC(=O)OCn3nnc4ccccc4c3=O)coc2c1	0.3	-3.1	8.1	4.5	0.3	-0.4	-0.8	-4.4	-3.5	-0.2	-1.0
Cc1cccc2c(N=Nc3ccccc3)c(O)[nH]c12	2.4	-6.4	-0.6	-6.0	5.4*	21.9*	3.1	0.7	-10.5	4.4*	14.2*

Assay outcomes: PubChem, The Scripps Research Institute Molecular Screening Center
